# Screening results (PubChem BioAssay)
# Diaph act CS: diaphorase activation or chemical reduction counter-screen; activation factor at 20 µM; 190,000 tested, 0.005% active; Diaphorase/resazurin coupled assay, resorufin fluorescence, 16 min; active compounds read high; 1 = vehicle wells, 0 = NADH-free wells;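 active means diaphorase activity raised at least twofold by the compound at 20 µM; inactive means activation factor below 2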
#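 Measured by – red resorufin fluorescence at 544/590 nm excitation/emission · Test system – Clostridium kluyveri diaphorase, purified enzyme · Incubation – reaction time 16 min, room temperature · Buffer or medium – 50 mM HEPES pH 7.4 with 4.542 mM MgCl2, 0.005% Tween 20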
# bIAP inhibitor: intestinal alkaline phosphatase (bovine) inhibition | purified bovine IAP, CDP-star luminescence, 30 min | inhibition, % at 20 µM | 190,000 tested, under 10 active | AID 1019;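 active means over 50% inhibition of intestinal alkaline phosphatase at 20 µM in the single-dose screen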
#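 System: purified bovine intestinal alkaline phosphatase (IAP) enzyme; Input: IAP diluted 1/65,000,000 in the well; Measured by: CDP-star luminescence signal; Compound dosing: 20 µM single dose; Incubation: 30 min reaction at room temperature.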
# Diaphorase inh: diaphorase inhibition or chemical oxidation counter-screen. diaphorase resazurin-to-resorufin fluorescence, NADH, 16 min; bacterial (C. kluyveri) enzyme, not human. inhibition, % at 20 µM. 190,000 tested, 0.69% active;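 active means primary screen inhibition at 20 µM above a set limit, cut at about 50% in these data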;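 further: plate controls were DMSO with full reaction for no effect and wells lacking NADH for full effect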
#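 Assay system: diaphorase enzyme from Clostridium kluyveri. Quantity: enzyme working solution with 0.14 U/mL diaphorase. Schedule: reaction incubation of 16 min at room temperature. Technique: resorufin fluorescence, excitation 544 nm, emission 590 nm. Controls: No-NADH positive control and DMSO neutral control.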
# TNAP inh hiacc: inhibitors of human TNAP at high phosphate acceptor concentration. inhibition, % at 20 µM. 200,000 tested, 0.03% active. purified TNAP, CDP-star luminescence, 1 M DEA. P05186. AID 1135;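 active means over 50% inhibition of tissue-nonspecific alkaline phosphatase at 20 µM in the single-dose screen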;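 further: plate controls were DMSO wells for no effect and EDTA-quenched wells as full inhibition for full effect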
# Target sequence (P05186 whole entry, looked up): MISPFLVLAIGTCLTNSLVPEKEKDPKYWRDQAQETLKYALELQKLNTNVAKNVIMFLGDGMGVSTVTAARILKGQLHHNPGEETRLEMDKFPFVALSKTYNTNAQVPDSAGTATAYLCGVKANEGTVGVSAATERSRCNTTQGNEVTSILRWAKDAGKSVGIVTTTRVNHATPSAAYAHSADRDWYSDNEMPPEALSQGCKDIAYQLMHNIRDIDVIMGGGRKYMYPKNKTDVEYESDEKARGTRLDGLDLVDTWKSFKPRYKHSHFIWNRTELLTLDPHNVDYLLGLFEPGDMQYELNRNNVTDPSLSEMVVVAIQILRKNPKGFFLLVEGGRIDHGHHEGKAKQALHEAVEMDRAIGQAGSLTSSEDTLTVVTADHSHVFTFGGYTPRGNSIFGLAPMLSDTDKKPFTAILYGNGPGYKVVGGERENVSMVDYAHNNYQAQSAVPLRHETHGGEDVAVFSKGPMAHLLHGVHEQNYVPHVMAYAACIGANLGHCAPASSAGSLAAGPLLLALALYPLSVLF
# PMI act satM6P: activators of human phosphomannose isomerase at near-saturating mannose 6-phosphate; P34949; coupled PMI enzyme assay, resazurin fluorescence, 20 min; active compounds read high; 1 = untreated enzyme, 0 = substrate-free blank; 190,000 tested, 0.34% active; activation factor at 20 µM;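 active means activation factor of 2 or more at 20 µM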
# Target sequence (P34949 whole entry, looked up): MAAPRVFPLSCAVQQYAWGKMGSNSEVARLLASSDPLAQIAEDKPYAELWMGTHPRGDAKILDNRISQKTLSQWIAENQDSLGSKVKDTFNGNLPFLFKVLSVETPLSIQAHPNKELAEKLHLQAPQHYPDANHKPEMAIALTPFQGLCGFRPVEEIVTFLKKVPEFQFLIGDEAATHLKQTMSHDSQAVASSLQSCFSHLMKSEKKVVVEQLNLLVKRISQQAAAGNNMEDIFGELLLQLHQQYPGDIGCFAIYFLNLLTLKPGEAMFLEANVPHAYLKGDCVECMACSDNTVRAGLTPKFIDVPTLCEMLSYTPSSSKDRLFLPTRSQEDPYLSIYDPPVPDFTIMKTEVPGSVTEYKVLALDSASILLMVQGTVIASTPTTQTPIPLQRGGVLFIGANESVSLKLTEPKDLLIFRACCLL
#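 Test system – human PMI in coupled enzyme assay · Timing – 20 min incubation at room temperature · Detection – Diaphorase-driven resazurin-to-resorufin fluorescence, excitation 544, emission 590 nm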
# TNAP act hiacc: activators of human TNAP at high phosphate acceptor concentration. purified TNAP, CDP-star luminescence, 1 M DEA, 30 min; active compounds read high; 0 = EDTA background, 1 = DMSO-only activity. P05186. activation factor at 20 µM. 200,000 tested, under 10 active;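 active means activation factor at least 2 at 20 µM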
#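 Measured by: Luminescent substrate turnover signal | Test system: Human TNAP | Input: TNAP 1/800 final | Dosing: 20 µM single point | Schedule: 30 min, room temperature | Controls: EDTA wells as negative control, DMSO wells as positive control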
# bIAP act: intestinal alkaline phosphatase (bovine) activation. purified bovine IAP, CDP-star luminescence, 30 min; active compounds read high; fold of DMSO-control signal, blank-subtracted. 200,000 tested, 0.17% active. AID 1016. activation factor at 20 µM;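 active means activation factor of 2 or more at 20 µM, a signal rise over negative controls twice the positive control's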
# L major viab: inhibitors of Leishmania major promastigote growth. inhibition, % at 10 µM. 200,000 tested, 9% active. Leishmania major promastigotes, resazurin fluorescence viability; in the data active means inhibition above about 50%;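 further: promastigotes grown with compound for 44 hours at 28 °C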
# PMI act: activators of human phosphomannose isomerase; P34949; purified human PMI, coupled resazurin fluorescence, 20 min; active compounds read high; 1 = vehicle control, 0 substrate-free wells; activation factor at 20 µM; 190,000 tested, 0.005% active;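 active means activation factor of 2 or more at 20 µM, relative to plate controls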
# TNAP inh noacc: TNAP (human) inhibition, acceptor-free conditions | 200,000 tested, 0.26% active | purified TNAP, CDP-star luminescence, 30 min | AID 1012 | inhibition, % at 20 µM;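 active means tissue-nonspecific alkaline phosphatase inhibition above about 50% at 20 µM in the single-dose screen, limit read from the data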;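 further: 0% = DMSO negative control and 100% = EDTA positive control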
# Numbers without * were called inactive; / = no result given.
SMILES,Diaph act CS,bIAP inhibitor,Diaphorase inh,TNAP inh hiacc,PMI act satM6P,TNAP act hiacc,bIAP act,L major viab,PMI act,TNAP inh noacc
Cn1c(SCC(=O)NCc2ccco2)nc2ccccc2c1=O,0.9,9.8,12.9,-1.4,1.1,1,0.9,1.3,1,-7.8
Cc1ccc(C)c(C(=O)C(C)OC(=O)c2cccn2C)c1 (centres undefined),0.9,16.2,10.1,-5.9,1,1.1,0.8,6.3,1,-8.3
Cc1ccc(/C=N/NC(=O)c2cccc(S(=O)(=O)Nc3ccccc3Cl)c2)o1,0.8,-1.3,23.2,-3.6,0.9,1,1,32.8,0.9,-17.1
Cc1ccc([N+](=O)[O-])cc1NC(=O)CN(C1CCCCC1)S(=O)(=O)c1ccc(Cl)cc1,0.7,10.5,28.5,0.1,0.9,1,0.9,73.3*,0.9,-3.2
O=C(O)CNC(=O)/C(=C/c1ccco1)NC(=O)/C=C/c1ccccc1,1,-16.7,-2.1,1.3,1.4,1,1.2,-0.7,1.4,-1.3
CCOC(=O)c1ccc(NC(=S)N(CCN(C)C)Cc2cccs2)cc1,0.8,3.2,20.1,-3.8,0.8,1,1,18.1,0.9,-12.8
Cc1cccc(NC(=O)COc2ccc(Br)cc2)n1,0.9,29.0,10.4,2.4,0.9,1,0.7,-7.0,0.9,-4.5
COc1cccc(NC(=O)c2ccc(CN3CCN(c4ccccc4)CC3)cc2)c1,1.1,9.3,-5.0,6.8,0.9,0.9,0.9,-3.6,0.9,7.4
CC1CCN(S(=O)(=O)c2ccc(NC(=O)CSc3ncccc3C(=O)O)cc2)CC1,0.8,7.4,15.9,-3.5,1,1,0.9,-9.4,0.9,-8.1
Cc1ccc(C)n1C(CC(=O)O)c1ccc(C#N)cc1 (centres undefined),0.9,9.1,9.4,-6.0,1,1.1,0.9,0.9,1,-18.3

# Single entries from above.
# Cn1c(SCC(=O)NCc2ccco2)nc2ccccc2c1=O in L major viab = 1.3
# Cc1ccc([N+](=O)[O-])cc1NC(=O)CN(C1CCCCC1)S(=O)(=O)c1ccc(Cl)cc1 in PMI act satM6P = 0.9
# Cc1ccc(/C=N/NC(=O)c2cccc(S(=O)(=O)Nc3ccccc3Cl)c2)o1 in TNAP inh hiacc = -3.6
# COc1cccc(NC(=O)c2ccc(CN3CCN(c4ccccc4)CC3)cc2)c1 in Diaphorase inh = -5.0
# Cc1ccc(C)c(C(=O)C(C)OC(=O)c2cccn2C)c1 (centres undefined) in TNAP act hiacc = 1.1

# Further structures follow.
SMILES,Diaph act CS,bIAP inhibitor,Diaphorase inh,TNAP inh hiacc,PMI act satM6P,TNAP act hiacc,bIAP act,L major viab,PMI act,TNAP inh noacc
COc1ccc(OCCNC(=O)/C=C/c2ccc([N+](=O)[O-])cc2)cc1,0.8,24.7,21.7,-3.7,1,1,0.8,-3.1,1,-9.1
CCCCC(=O)OCC(=O)c1[nH]c(C)c(C(C)=O)c1C,0.9,5.5,5.5,-6.4,1.1,1.1,0.9,-9.2,1.2,-8.7
O=C(O)/C=C/C(=O)Nc1ccc2c(c1)NC(=O)CO2,0.4,-4.0,61.4*,-0.1,0.3,1,1,-10.5,0.4,-11.5
Cc1cc(Br)c(NC(=O)CCl)c(Br)c1,1,-37.0,-2.7,-6.5,1.2,1.1,1.4,22.7,1.2,-21.9
C/C(N)=C(/C#N)C(=O)CSc1nc2scc(-c3ccc(F)cc3)c2c(=O)n1C,0.8,2.2,16.8,0.5,1,1,1,-8.4,1.1,-3.5
CC(=O)Nc1ccc(CN2CCCC(CO)(Cc3ccccc3C)C2)cc1 (centres undefined),1,-7.4,-3.4,-8.4,0.9,1.1,1.1,10.9,0.9,-8.4
CCNCCNC(=O)c1c(O)c2c([nH]c1=O)CCCC2,0.8,8.6,18.8,-3.7,0.8,1,0.9,-0.8,0.8,-9.2
CC(C(=O)Nc1cccnc1)c1ccc([N+](=O)[O-])cc1 (centres undefined),0.9,-11.2,9.1,-1.9,1,1,1.1,6.6,1,-3.1
Cc1ccccc1-c1ccc(=O)n(CC(=O)Nc2ccc(C(=O)N3CCCC3)cc2)n1,0.6,3.5,43.8,1.1,0.9,1,1,-9.7,0.7,-0.1
CCCCN(C)C(=O)c1nc2ccccn2c1CN1CCC[C@H]1C(=O)OC,0.8,-5.1,17.2,0.9,0.9,1,1.1,-5.2,0.9,-4.4

# Single records (already shown). Order of values: Diaph act CS, bIAP inhibitor, Diaphorase inh, TNAP inh hiacc, PMI act satM6P, TNAP act hiacc, bIAP act, L major viab, PMI act, TNAP inh noacc
# Cc1ccc([N+](=O)[O-])cc1NC(=O)CN(C1CCCCC1)S(=O)(=O)c1ccc(Cl)cc1 across the screens: 0.7, 10.5, 28.5, 0.1, 0.9, 1, 0.9, 73.3*, 0.9, -3.2
# Cc1ccccc1-c1ccc(=O)n(CC(=O)Nc2ccc(C(=O)N3CCCC3)cc2)n1 across the screens: 0.6, 3.5, 43.8, 1.1, 0.9, 1, 1, -9.7, 0.7, -0.1
# C/C(N)=C(/C#N)C(=O)CSc1nc2scc(-c3ccc(F)cc3)c2c(=O)n1C across the screens: 0.8, 2.2, 16.8, 0.5, 1, 1, 1, -8.4, 1.1, -3.5

# The list continues:
SMILES,Diaph act CS,bIAP inhibitor,Diaphorase inh,TNAP inh hiacc,PMI act satM6P,TNAP act hiacc,bIAP act,L major viab,PMI act,TNAP inh noacc
COc1ccc([C@H]2[C@@H](C#N)[C@H](C#N)N3CCCN23)cc1,0.9,5.0,6.3,-3.0,0.9,1,0.9,-2.1,0.9,-6.2
CC(=O)Nn1cnc2c(c1=O)C1(CCCCC1)Cc1ccccc1-2,0.9,5.2,10.0,-6.5,1,1.1,0.9,-2.2,1,-9.1
Cc1ccc(C(=O)C(C)OC(=O)c2ccccc2[N+](=O)[O-])cc1 (centres undefined),0.9,-24.7,14.5,-6.0,0.9,1.1,1.2,21.1,1,-8.7
Cc1ccccc1N1CCN(C(=O)c2ccc(Oc3ccc(C(F)(F)F)cn3)cc2)CC1,0.7,10.7,27.2,-6.7,0.8,1.1,0.9,-2.1,0.8,-10.2
CNC(=O)COC(=O)c1ccc(OCC(=O)Nc2ccccc2OC)c(OC)c1,0.9,-19.6,7.0,-4.3,0.9,1,1.2,-0.7,0.9,-13.6
CCOc1cc2c(cc1OCC)C(c1ccccc1OC)OC(=O)C2 (centres undefined),1,39.2,3.0,1.2,1,1,0.6,-1.4,0.9,-3.5
CC(=O)C1=C(O)C(=O)N(CCO)C1c1ccccc1 (centres undefined),/,4.1,/,-5.5,/,1.1,1,-8.2,/,-6.4
COc1ccc(N=C2SC(CC(=O)Nc3ccccc3)C(=O)N2Cc2ccco2)cc1 (centres undefined),0.7,21.1,27.0,-0.5,0.9,1,0.8,30.6,0.9,-13.6
CC#CC(=O)N1CCC(CCc2ccccc2)(C(=O)OCC)CC1,0.8,-4.1,16.7,-7.5,1,1.1,1,0.9,0.9,-13.0
CCOc1ccc(N(CC(=O)NCCC2=CCCCC2)S(=O)(=O)c2ccccc2)cc1,1,11.2,3.7,-4.5,0.9,1,0.9,3.0,0.9,-12.2
CC1CCN(C(=O)Nc2cccc(NC(=O)N3CCC(C)CC3)c2)CC1,1,-15.8,3.9,-9.2,0.8,1.1,1.2,-3.6,0.9,-11.9
CN1c2ccccc2C(C)(C)C12CC(c1ccc(S(=O)(=O)N3CCCCC3)cc1)=NO2 (centres undefined),0.7,-1.5,26.5,2.0,0.9,1,1,44.0,0.9,17.5
O=C1C2C3C=CC(C4CC34)C2C(=O)N1/N=C/c1ccc(-c2ccccc2[N+](=O)[O-])o1 (centres undefined),0.7,7.3,30.9,-3.1,0.8,1,0.9,4.1,0.7,-3.7
COc1ccccc1C1C(C#N)=C(N)Oc2cc(C)n(Cc3ccccn3)c(=O)c21 (centres undefined),0.9,3.9,10.0,-6.9,1.2,1.1,1,3.8,1,-15.2
CC(C)CCn1cnc2c(cnn2-c2ccc(F)cc2)c1=O,0.9,11.3,9.5,-4.0,1,1,0.9,-1.6,1,-10.9
CC1=C(C#N)C(c2cccnc2)C2=C(CC(C)(C)CC2=O)N1 (centres undefined),1,-1.9,2.4,-4.7,0.9,1,1,-9.1,1,-5.5
CCOC(=O)c1cc(C(=O)OCC)c(=O)[nH]c1N1CCCC1,1.1,-10.2,-13.2,0.2,1,1,1.1,-2.4,1.1,-1.7
O=C(COc1ccccc1)NCC(c1cccs1)N1CCOCC1 (centres undefined),1,14.4,4.8,-3.5,1,1,0.9,-7.3,1.1,-6.4
CCCC(C(=O)O)N1C(=O)/C(=C/c2cccn2C)SC1=S (centres undefined),0.8,6.9,20.6,31.2,0.7,0.7,0.9,-3.9,0.8,33.7
O=C(COC(=O)CC1CC2CCC1C2)Nc1cccc(S(=O)(=O)NC2=NCCCCC2)c1 (centres undefined),0.9,26.9,8.5,-1.1,1.1,1,0.7,7.6,1.1,-0.1
O=C(Nc1cccc(C(F)(F)F)c1)NC1CCN(S(=O)(=O)c2ccc(F)cc2)CC1,0.9,11.9,9.6,0.1,0.9,1,0.9,-2.5,0.9,-13.8
S=C(NCc1ccccc1)NCc1cccc(CNC(=S)NCc2ccccc2)c1,0.8,6.3,16.9,-11.9,1,1.1,0.9,84.5*,0.9,-36.0
Cc1cc(Cl)c(OCCN2C(=O)NC(C)(C)C2=O)c(Br)c1,1,-0.6,0.9,-7.2,1,1.1,1,63.1*,1.1,2.8
CCCCNC(=O)c1[nH]c(C)c(C(C)=O)c1C,1,-2.4,-2.2,-3.2,1.1,1,1,-9.3,1.1,-13.8
CCCNC(=O)CN(c1ccccc1)S(=O)(=O)c1ccc(OC)c(OC)c1,1.2,9.1,-21.1,-6.9,1.2,1.1,0.9,-7.0,1.2,-6.0
CCOc1ccccc1C(=O)Nn1c(C2CCC2)nc2ccccc2c1=O,0.9,8.1,11.3,1.6,0.9,1,0.9,5.3,0.8,-2.8
COCCCN1C(=O)C(=O)/C(=C(/O)c2ccc(OCC(C)C)cc2C)C1c1cccnc1 (centres undefined),0.7,4.9,27.7,-4.2,1,1,1,-14.4,0.9,-13.2
O=C(Oc1cc2oc(=O)c3c(c2cc1Cl)CCCC3)c1cccs1,0.9,-4.7,14.3,-0.5,1,1,1,-6.4,0.9,-11.8
CC1=CC(C)C2C(=O)N(O)C(=O)C2C1 (centres undefined),0.9,3.5,5.9,-1.4,1,1,1,-5.3,1.1,3.8
O=C(N1CCN(c2ccccc2F)CC1)C1(c2cccs2)CCOCC1,0.9,-274.9,7.4,-5.0,1.1,1.1,3.7*,0.5,1,-25.3
CC(NC(=O)Cn1cc(C(=O)C2CC2)c2ccccc21)c1ccccc1 (centres undefined),0.8,7.7,15.3,-4.3,1,1,0.9,-1.1,0.9,-10.4
COc1cccc2c(=O)cn[nH]c12,0.9,5.7,8.1,-2.5,1,1,0.9,-1.7,1,-7.2
CC(=O)Nc1ccc(S(=O)(=O)Nc2ccc(S(=O)(=O)N3CCCC3)cc2)cc1,1,-4.7,-0.2,0.9,1.1,1,1,-4.8,1.1,-6.1
